# Assay outcomes deposited in PubChem BioAssay by several laboratories.
# HMGR II inh: E. faecalis class II HMG-CoA reductase inhibition; purified E. faecalis HMGR, NADPH absorbance 340 nm kinetic; AID 1066; inhibition, % at 10 µM; hit rate 0.41% among 190,000;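 active means inhibition above a set limit, the median over all tested compounds plus 3 SD, cut at about 9.5% in these data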;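 further: enzyme runs in reverse so mevalonate oxidation gives rising NADPH absorbance; 0% = complete reaction with DMSO and 100% = background rate lacking mevalonate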
# PMI act: phosphomannose isomerase (human) activation. activation factor at 20 µM. hit rate 0.005% among 190,000. P34949. purified human PMI, coupled resazurin fluorescence, 20 min; stronger effect = higher value; 1 = vehicle control, 0 substrate-free wells. AID 1214;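 active means activation factor of 2 or more at 20 µM, relative to plate controls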
# Diaph act CS: activates diaphorase or chemically reduces, flagging diaphorase assay artifacts; Diaphorase/resazurin coupled assay, resorufin fluorescence, 16 min; stronger effect = higher value; 1 = vehicle wells, 0 = NADH-free wells; activation factor at 20 µM; hit rate 0.005% among 190,000;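 active means diaphorase activity raised at least twofold by the compound at 20 µM; inactive means activation factor below 2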
#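 Material: bacterial diaphorase enzyme (C. kluyveri); amount: enzyme 0.07 U/mL final; reagent: NADH substrate 0.114 mM plus resazurin dye 0.1 mM, final; doses: single compound dose of 20 µM, 1% DMSO final; timing: 16 min enzyme reaction, ambient temperature; measured by: fluorescence of resorufin, 544 nm excitation, 590 nm emission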
# PMI act satM6P: PMI (human) activation, high substrate | coupled PMI enzyme assay, resazurin fluorescence, 20 min; stronger effect = higher value; 1 = untreated enzyme, 0 = substrate-free blank | activation factor at 20 µM | hit rate 0.34% among 190,000;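 active means activation factor of 2 or more at 20 µM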
#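 Test system – human PMI in coupled enzyme assay · Timing – 20 min incubation at room temperature · Detection – Diaphorase-driven resazurin-to-resorufin fluorescence, excitation 544, emission 590 nm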
# FLuc act counter: affects firefly luciferase, flagging false hits in luciferase stimulation screens; ATPlite luciferase biochemical, luminescence, 10 min; 0 = ATP-free wells, 1 = DMSO control; activation factor at 10 µM; 200,000 tested, under 10 active; AID 1027;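 active means luciferase activation factor, scaled between plate controls, of at least 2 with compound at 10 µM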
# Target sequence (P08659 whole entry, looked up): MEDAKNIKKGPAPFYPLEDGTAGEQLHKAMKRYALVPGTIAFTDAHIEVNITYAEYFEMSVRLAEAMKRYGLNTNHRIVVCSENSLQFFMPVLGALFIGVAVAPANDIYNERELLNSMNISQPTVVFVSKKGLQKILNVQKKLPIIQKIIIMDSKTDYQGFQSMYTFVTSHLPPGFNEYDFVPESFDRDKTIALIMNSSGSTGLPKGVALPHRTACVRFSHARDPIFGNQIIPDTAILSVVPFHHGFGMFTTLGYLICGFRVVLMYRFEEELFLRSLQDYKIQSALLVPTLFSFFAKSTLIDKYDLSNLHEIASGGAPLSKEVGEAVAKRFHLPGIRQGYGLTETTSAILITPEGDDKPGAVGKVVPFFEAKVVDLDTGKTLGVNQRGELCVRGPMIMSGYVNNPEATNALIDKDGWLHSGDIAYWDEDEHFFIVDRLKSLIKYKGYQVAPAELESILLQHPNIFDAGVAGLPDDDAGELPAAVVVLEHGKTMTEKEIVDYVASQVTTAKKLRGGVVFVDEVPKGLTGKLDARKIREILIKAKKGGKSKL
#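 Assay system: Luciferase/luciferin reagent mix; Medium: PBS as buffer for the ATP substrate; Dosing: test compounds dosed from 2 mM stocks in 100% DMSO; Times: 10 min, room temperature; Signal: luminescence from luciferase reaction; Read-out: luciferase activation; Controls: No-ATP low control, compound-free enzyme-plus-ATP high control.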
# Diaph inh CS: counter-screen for diaphorase-based assays: diaphorase inhibitors and chemical oxidizers; diaphorase resazurin-to-resorufin fluorescence, NADH, 16 min; bacterial (C. kluyveri) enzyme, not human; inhibition, % at 20 µM; hit rate 0.69% among 190,000;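 active means primary screen inhibition at 20 µM above a set limit, cut at about 50% in these data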;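 further: plate controls were DMSO with full reaction for no effect and wells lacking NADH for full effect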
#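 System: Diaphorase enzyme from Clostridium kluyveri | Amount: Enzyme working solution with 0.14 U/mL diaphorase | Benchmarks: No-NADH positive control and DMSO neutral control | Signal: Fluorescence of resorufin formed from resazurin, Ex 544/Em 590 nm | Schedule: 16-min room-temperature incubation before reading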
# TNAP inh hiacc: blocks human TNAP under high phosphate acceptor concentration; P05186; purified TNAP, CDP-star luminescence, 1 M DEA; inhibition, % at 20 µM; hit rate 0.03% among 200,000;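 active means over 50% inhibition of tissue-nonspecific alkaline phosphatase at 20 µM in the single-dose screen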;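 further: plate controls were DMSO wells for no effect and EDTA-quenched wells as full inhibition for full effect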
# Target sequence (P05186 whole entry, looked up): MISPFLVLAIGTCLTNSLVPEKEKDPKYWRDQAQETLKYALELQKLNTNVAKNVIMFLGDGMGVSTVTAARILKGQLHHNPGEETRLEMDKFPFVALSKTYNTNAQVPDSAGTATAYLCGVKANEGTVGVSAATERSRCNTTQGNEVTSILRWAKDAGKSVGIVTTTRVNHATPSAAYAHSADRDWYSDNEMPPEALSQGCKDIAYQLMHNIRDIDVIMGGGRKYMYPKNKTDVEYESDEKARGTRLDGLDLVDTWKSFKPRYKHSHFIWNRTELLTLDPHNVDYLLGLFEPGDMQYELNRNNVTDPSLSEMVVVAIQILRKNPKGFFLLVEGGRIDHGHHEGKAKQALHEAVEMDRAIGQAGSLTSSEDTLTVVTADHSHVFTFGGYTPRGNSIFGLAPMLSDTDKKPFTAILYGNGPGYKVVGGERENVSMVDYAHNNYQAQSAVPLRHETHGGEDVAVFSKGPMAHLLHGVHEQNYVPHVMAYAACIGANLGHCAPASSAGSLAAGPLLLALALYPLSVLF
# G6PDH CS: counter-screen for G6PDH assay hits: L. mesenteroides G6PDH inhibition; Purified L. mesenteroides G6PDH, diaphorase/resazurin coupled fluorescence, 45 min; inhibition, % at 5 µM; hit rate 0.12% among 200,000; AID 1020; in the data active means inhibition above about 50%
# TNAP act hiacc: TNAP (human) activation, high acceptor; 200,000 tested, under 10 active; activation factor at 20 µM; purified TNAP, CDP-star luminescence, 1 M DEA, 30 min; stronger effect = higher value; 0 = EDTA background, 1 = DMSO-only activity;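 active means activation factor at least 2 at 20 µM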
#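 system = human TNAP | amount = enzyme diluted 1/800 final | reagent = 100 µM CDP-star substrate | signal = luminescent substrate turnover signal | dosing = one dose, 20 µM | benchmarks = EDTA negative control, DMSO positive control | measure = activation factor | timing = 30 min reaction, room temperature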
# TNAP inh no acc: inhibitors of human TNAP without phosphate acceptor; purified TNAP, CDP-star luminescence, 30 min; hit rate 0.26% among 200,000; inhibition, % at 20 µM;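 active means tissue-nonspecific alkaline phosphatase inhibition above about 50% at 20 µM in the single-dose screen, limit read from the data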;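 further: 0% = DMSO negative control and 100% = EDTA positive control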
# * marks the source's active call; other numbers are inactive results; . = not tested or not shown.
SMILES,HMGR II inh,PMI act,Diaph act CS,PMI act satM6P,FLuc act counter,Diaph inh CS,TNAP inh hiacc,G6PDH CS,TNAP act hiacc,TNAP inh no acc
Cc1ccc(NC(=O)C(C)N=C2NS(=O)(=O)c3ccccc32)cc1 (configuration not stated),-2,1,1,1,1,-2,1,0,1,-8
COc1ccccc1-c1nnc(NC(=O)c2ccccc2F)o1,1,1,0.9,1,1,12,-5,-5,1.1,-15
COc1ccc(C(=O)n2nnc3ccccc32)cc1OC,-1,1.1,0.9,0.9,1,11,-2,-2,1,-4
COc1ccc(OCC(O)Cn2c(Br)nc3c2c(=O)[nH]c(=O)n3C)cc1 (configuration not stated),2,0.9,0.8,0.9,1.1,18,-6,-1,1.1,-15
O=C(NCc1ccccn1)C(=O)NCC(c1ccco1)N1CCN(c2ccc(F)cc2)CC1 (configuration not stated),-2,1,0.9,1,1,6,-1,8,1,-11
Cc1cccc(C(=O)NCCN2CCCC2)c1,-5,1,0.9,1,1.1,6,-1,4,1,-8
O=C(CSc1nnc(NC(=O)Cc2ccccc2)s1)NCc1ccco1,-2,1,1,1,1,3,-2,-4,1,-6
Cc1onc(-c2ccccc2)c1C(=O)Nc1ccc2c(c1)OCO2,-5,1.1,1,1,1,1,-4,7,1,-14
Cc1ccc(CSc2ncccc2C(=O)O)cc1,6,1.1,0.9,1.2,0.9,14,0,2,1,-7
CC(=O)Cc1c(C(=O)O)c(C)nn1-c1ccccc1,-4,.,.,.,1,.,-2,6,1,-10
CCNS(=O)(=O)c1ccc(NC(=O)c2ccc(Cn3cc([N+](=O)[O-])cn3)o2)cc1,-7,1.1,1,1,1,4,0,1,1,-5
O=C(Nc1cccc2ccccc12)N1CC=C(c2ccccc2)CC1,-1,0.9,0.9,1,1,11,-4,0,1,-17
CCN(/N=C/c1cccs1)c1cc(=O)n(C)c(=O)[nH]1,-3,0.9,0.9,0.8,1,5,2,4,1,-4
Cc1ccc(S(=O)(=O)NC(C(=O)Oc2cc3oc(=O)cc(C)c3cc2Cl)C(C)C)cc1 (configuration not stated),-4,0.8,0.8,0.9,1,19,-1,-34,1,-11
COC(=O)CN(c1nc(C)cc(OC)n1)S(=O)(=O)c1ccc(C)cc1,-4,1.1,0.9,1,1.1,8,-2,17,1,14
CSC(=S)N(C)C1CCS(=O)(=O)C1 (configuration not stated),0,0.9,1,1,1,-1,-6,17,1.1,-14
COc1ccccc1OCCOCCOc1ccc(C)cc1[N+](=O)[O-],-3,1.1,0.8,1.1,1,15,-3,4,1,-20
CCN(/N=C/c1ccc(Cl)cc1)c1cc(=O)n(C)c(=O)[nH]1,-2,0.8,0.8,0.7,1,15,-3,3,1,-7
CCOC(=O)c1c(N)sc(C(C)=O)c1C,-3,0.9,0.9,1,1,8,-5,6,1,-10
O=C(CN1CCCCCCC1)N/N=C/c1ccc(F)cc1F,-2,1.1,1,1.2,1.1,4,0,-2,1,-3
CCC(C)(C)n1nnnc1C(c1ccc(C)cc1)N(Cc1ccco1)Cc1cccs1 (configuration not stated),5,0.8,0.8,0.8,1,18,-1,10,1,-2
Cc1nc2cc(C(=O)N3c4ccccc4CC3C)ccc2s1 (configuration not stated),-1,0.9,0.8,0.9,1,22,-6,6,1.1,-11
CCc1ccccc1NC(=O)c1nnn(CC(=O)Nc2ccccc2C)c1N,-2,0.9,1,0.9,1,3,0,6,1,-7
Cn1c(NC(=O)c2ccco2)c(-c2ccccc2Cl)c(=O)c2ccccc21,-2,1,0.9,1,1.1,14,-7,16,1.1,4
O=S(=O)(NCC1CCCO1)c1ccc(S(=O)(=O)N(Cc2ccc(F)cc2)Cc2ccccn2)cc1 (configuration not stated),-4,1,0.9,1,1.1,7,-4,11,1,2
# Following part.
SMILES,HMGR II inh,PMI act,Diaph act CS,PMI act satM6P,FLuc act counter,Diaph inh CS,TNAP inh hiacc,G6PDH CS,TNAP act hiacc,TNAP inh no acc
CCC1=Nc2cc(C(=O)O)ccc2Sc2ccccc21,-3,1,0.9,1,1,12,-4,10,1,-6
COc1ccc2cc3cc(C(=O)NCC4CCCO4)oc3nc2c1 (configuration not stated),-4,0.9,0.8,0.9,1,16,-4,-14,1,-10
CCOC(=O)N1CCN(C(=S)Nc2cccc(C)c2)CC1,-1,0.9,0.9,1,1.1,12,-6,3,1.1,-11
COC(=O)c1nnn(CC(=O)Nc2ccc(C)c(F)c2)c1C(=O)OC,-1,1,1.1,1,1,-8,-7,25,1.1,-6
Cc1nc2ccccc2c(C)c1C(=O)c1ccc(F)cc1,-7,1.1,0.9,1,1,11,-1,5,1,-1
COc1cc2cc(Oc3ccc4ccc(=O)oc4c3)c(=O)oc2cc1O,0,0.9,0.9,0.9,1,8,4,18,1,0
COc1ccc2nc(SC(C(=O)c3ccccc3)c3ccccc3)nc(C)c2c1 (configuration not stated),-4,0.9,0.9,1,1,9,-1,4,1,-14
COC(=O)CNc1nc(-c2ccncc2)nc2ccccc12,-5,1,0.9,1,1.1,7,-2,4,1,6
CCOC(=O)N1CCN=C1SCc1ccc(Cl)c(Cl)c1,-3,0.9,0.9,1,1.1,12,0,4,1,-6
CCNC(=O)c1ccc(OCC(=O)Nc2ccc(F)cc2)c(OC)c1,2,1.2,1.1,1.1,1,-6,0,0,1,-10
COC(=O)COc1cc(C)cc2oc(=O)c(CC(=O)OC)c(C)c12,-5,0.9,0.8,0.9,1,17,-2,-6,1,-11
Cn1c(N)c(S(=O)(=O)NCc2ccc(Cl)cc2)c(=O)n(C)c1=O,-9,1,0.9,0.9,1.1,13,-7,-1,1.1,-18
CCOC(=O)C1CCCN(CCC(=O)Nc2ccc(C)cc2)C1 (configuration not stated),-3,1.2,0.9,1.2,1.1,7,1,4,1,-7
CCOc1ccc(N(C(=O)C2CCCO2)C2C=CS(=O)(=O)C2)cc1 (configuration not stated),-2,1.1,1.1,1,1.1,-11,-3,2,1,-1
O=C(CSc1ncccn1)N/N=C/c1cccc([N+](=O)[O-])c1,0,1,0.9,1,1.1,10,0,7,1,-1
CCCCCCC(=O)Nc1nc(C)c(-c2csc(Nc3cc(Cl)ccc3OC)n2)s1,0,0.8,0.8,0.8,1.1,22,-6,-3,1.1,-5
CNC(=S)N/N=C(\C)c1ccc(C)c(C)c1,0,1,1,1.1,1,0,0,0,1,-6
O=C(NC1CCCCC1)[C@H](O)[C@@H](O)C(=O)NC1CCCCC1,2,1,1,1.1,1,1,-3,4,1,-9
CN(C)CCNC(=O)Nc1ccc([N+](=O)[O-])cc1,-1,1,1.1,1,1.1,-5,-5,1,1.1,-8
CCN(CC(=O)Nc1ccc(NC(C)=O)cc1)C(=O)c1n[nH]c(=O)c2ccccc12,-6,1.1,1,1.1,1.1,0,-5,9,1.1,-12
NC(=O)c1c[nH]c2ccccc12,-3,1,0.9,0.9,1,14,-4,8,1,-14
Fc1ccc(N2CCN(C(=S)NCC3CCCO3)CC2)cc1 (configuration not stated),-4,1.1,1,1.1,1,0,-2,11,1,-4
COc1ccc(N2C(=O)CCC(C(=O)NCc3ccccn3)C2c2ccc(F)cc2)cc1 (configuration not stated),-3,1.1,0.8,1.1,1.1,15,-4,8,1,-3
Cc1ccccc1Nc1nnc(C)c(=O)n1N,.,1,1,1,0.9,2,-2,10,1,-10
COc1ccc(Cl)cc1-c1nc(SCC(=O)NCCN2C(=O)CSC2=O)n[nH]1,0,1,1.1,1,1,-9,-7,10,1.1,44
# The list goes on:
SMILES,HMGR II inh,PMI act,Diaph act CS,PMI act satM6P,FLuc act counter,Diaph inh CS,TNAP inh hiacc,G6PDH CS,TNAP act hiacc,TNAP inh no acc
O=C(CSc1nnc(-c2ccco2)o1)NC(=O)Cc1ccccc1,-3,1.1,1,1.1,1.1,1,-3,2,1,0
Cc1nc(C)c(C(=O)OCC(=O)N2CCN(c3ccccc3)CC2)s1,-1,1,1,1.1,1,-1,0,-1,1,-9
COc1cc(C=O)c(Cl)cc1OCC(N)=O,3,1,0.9,1,1,10,-2,4,1,-9
COC(=O)CNC(=O)CNC(=O)c1nn(-c2ccc(OC)c(Cl)c2)c(=O)c2ccccc12,-4,0.9,0.8,0.9,1,18,-5,3,1.1,-12
Cc1coc2cc3oc(=O)c(Cc4ccccc4)c(C)c3cc12,-2,0.9,0.9,1,1.1,7,1,-23,1,-11
COc1cc(NC(=O)CCNS(=O)(=O)c2ccc3c(c2)CCC(=O)N3)cc(OC)c1,-2,1.1,1,1,1,-2,-2,4,1,-6
CC(C)Nc1nc(Cl)nc(N(C#N)CN2C(=O)c3ccccc3C2=O)n1,1,1.2,0.9,1.2,1.1,5,-8,1,1.1,-12
O=C(O)c1ccc(S(=O)(=O)Nc2ccc(F)c(Cl)c2)cc1,6,1,1,1,1,3,0,6,1,-5
CC1CCCC(NC(=S)NC(=O)c2cncc(Br)c2)C1C (configuration not stated),-8,0.9,0.7,0.9,1.1,30,-3,0,1,1
CCCCCc1nnc(N)s1,-2,1,0.9,1,1,9,-5,-2,1,-18
O=C(Nc1cccnc1)c1sc2cccc(F)c2c1Cl,5,0.9,0.9,0.9,0.7,13,-5,-3,1.1,-7
CCCSc1nnc(C(C)C)n1N,-3,1.1,1,1.1,1,-3,-6,1,1.1,-16
Cc1c(C(=O)Nc2cnccn2)oc2ccccc12,-6,0.8,0.8,0.8,0.9,19,-5,-20,1.1,-14
COc1cccc(CN2CCN(S(=O)(=O)c3ccc(NC(C)=O)cc3)CC2)c1OC,-3,.,.,.,1,.,-1,-2,1,-8

# One compound at a time, as listed above. Order of values: HMGR II inh | PMI act | Diaph act CS | PMI act satM6P | FLuc act counter | Diaph inh CS | TNAP inh hiacc | G6PDH CS | TNAP act hiacc | TNAP inh no acc
# Cc1coc2cc3oc(=O)c(Cc4ccccc4)c(C)c3cc12 is listed with -2 | 0.9 | 0.9 | 1 | 1.1 | 7 | 1 | -23 | 1 | -11
# Cc1nc(C)c(C(=O)OCC(=O)N2CCN(c3ccccc3)CC2)s1 is listed with -1 | 1 | 1 | 1.1 | 1 | -1 | 0 | -1 | 1 | -9
# O=C(Nc1cccnc1)c1sc2cccc(F)c2c1Cl is listed with 5 | 0.9 | 0.9 | 0.9 | 0.7 | 13 | -5 | -3 | 1.1 | -7
# CC1CCCC(NC(=S)NC(=O)c2cncc(Br)c2)C1C (configuration not stated) is listed with -8 | 0.9 | 0.7 | 0.9 | 1.1 | 30 | -3 | 0 | 1 | 1
# COc1cccc(CN2CCN(S(=O)(=O)c3ccc(NC(C)=O)cc3)CC2)c1OC is listed with -3 | . | . | . | 1 | . | -1 | -2 | 1 | -8
